Screens: PubChem, National Center for Advancing Translational Sciences (NCATS)
GPT2 inhibitor = GPT2 alanine aminotransferase inhibition; actives 0.25% (n = 100,000); Recombinant GPT2, coupled pyruvate oxidase/HRP Amplex Red fluorescence; AID 1671188; Potency, µM (doses to about 57.7 µM), for inactives: top-dose activity change, negative = inhibition, most hits filed as inhibitors; further: potency means the concentration at half of the fitted maximal effect; nearly all actives have a fitted effect of over 60% in size; many of its hits are not listed in these tables
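GPT2 10ng/uL, a-KG 250uM, L-Ala 2mM, HEPES pH7.5 + 0.0001% Tween; 30 min RT. Then Amplex mix (PO/HRP/ThPP), 30 min RT dark, fluorescence. AOA 50uM used as positive control.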
HEK293 tox = kills HEK 293 cells | HEK 293 viability, ATP luminescence (CellTiter-Glo), 48-72 h | Potency, µM (titrated, usually from 115 µM), without a hit: top-dose activity change, negative = cytotoxicity, hits mostly inhibitors | actives 6.6% (n = 94,000) | AID 1345083; further: potency means the concentration at half of the fitted maximal effect; nearly all actives have a fitted effect of over 60% in size
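ATP-coupled CellTiter-Glo luminescence served as viability read-out, recorded 10 min after reagent addition at room temperature. HEK 293 cells, 250 cells/well, had been incubated with pintool-transferred compound for 48 or 72 hr at 37 degree Celsius.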
FLuc inh = blocks purified firefly luciferase enzyme activity. P08659. purified P. pyralis luciferase, luminescence, biochemical. Potency, µM (highest dose often 115 µM), for the others: at the top dose activity change, negative = inhibition, actives largely listed as inhibitors. actives 2.5% (n = 76,000). AID 1347043; further: potency means the concentration at half of the fitted maximal effect; nearly all actives have a fitted effect of over 65% in size
Target sequence (P08659 whole entry, looked up): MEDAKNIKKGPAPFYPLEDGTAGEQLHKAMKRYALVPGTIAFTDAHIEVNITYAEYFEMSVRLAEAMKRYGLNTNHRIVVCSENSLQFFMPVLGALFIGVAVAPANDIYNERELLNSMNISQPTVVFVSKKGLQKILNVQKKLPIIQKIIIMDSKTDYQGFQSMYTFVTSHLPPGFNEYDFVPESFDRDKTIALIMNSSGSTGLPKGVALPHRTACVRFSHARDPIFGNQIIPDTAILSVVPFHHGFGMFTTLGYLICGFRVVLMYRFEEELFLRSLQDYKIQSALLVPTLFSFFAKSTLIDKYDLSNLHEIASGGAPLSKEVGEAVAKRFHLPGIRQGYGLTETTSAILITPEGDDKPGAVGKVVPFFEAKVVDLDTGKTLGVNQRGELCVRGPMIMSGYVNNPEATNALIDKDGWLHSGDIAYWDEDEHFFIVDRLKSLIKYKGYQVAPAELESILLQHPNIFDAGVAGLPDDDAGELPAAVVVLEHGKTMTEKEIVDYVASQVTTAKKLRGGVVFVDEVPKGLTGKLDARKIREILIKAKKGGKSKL
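Purified 10nM P. pyralis luciferase with 10uM D-luciferin and 10uM ATP in 50mM Tris acetate pH 7.5, 10mM Mg acetate, 0.01% Tween-20, 0.05% BSA. qHTS titration; luminescence read by CCD imager.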
SNCA expr inh = reduces expression of the alpha-synuclein gene; Potency, µM (doses to about 57.2 µM), inactives show at the highest dose activity change, negative = inhibition, most hits filed as inhibitors; HEK-293 SNCA-luciferase knock-in, luminescence, 24 h; actives 0.17% (n = 140,000);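 further: potency means the concentration at half of the fitted maximal effect; plate controls were DMSO cells for no effect and cell-free wells for full effect; nearly all actives have a fitted effect of over 45% in size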
HEK293 viab = reduces viability of HEK-293 SNCA reporter cells | HEK-293-SNCA-luc viability, GF-AFC fluorescence, 24 h | Potency, µM (doses to about 57.1 µM), inactives show at the highest dose activity change, negative = cytotoxicity, hits mostly cytotoxic | AID 1671193 | actives 0.12% (n = 150,000);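 further: potency means the concentration at half of the fitted maximal effect; 0% = DMSO-treated cells and -100% = medium-only wells without cells; nearly all actives have a fitted effect of over 30% in size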
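Cytotoxicity counterscreen: after 24 h compound treatment of genome-edited SNCA-luciferase HEK-293 cells, live-cell protease substrate GF-AFC read by fluorescence after 30 min; activity scaled between DMSO (0%) and medium-only (-100%), curves Hill-fitted.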
3T3 cytotox = cytotoxic compounds in NIH 3T3 cells; NIH 3T3 viability, CellTiter-Glo ATP luminescence, 48-72 h; Potency, µM (series often up to 96.7 µM), for the others: at the top dose activity change, negative = cytotoxicity, hits mostly inhibitors; actives 4.3% (n = 94,000); further: potency means the concentration at half of the fitted maximal effect; nearly all actives have a fitted effect of over 55% in size
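Viability of NIH 3T3 cells after 48 or 72 hr compound treatment at 37 °C was assessed by CellTiter-Glo, with luminescence imaged following a 10 min room-temperature step.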
IP6K1 inh = IP6K1 kinase inhibition | Q92551 | IP6K1 kinase, ADP-Glo luminescence, 2 h; stronger effect = lower value | activity change, % (series mostly up to about 58 µM) | actives 0.81% (n = 140,000) | AID 1645851; in the data active means activity change below about -25%
Target sequence (Q92551 whole entry, looked up): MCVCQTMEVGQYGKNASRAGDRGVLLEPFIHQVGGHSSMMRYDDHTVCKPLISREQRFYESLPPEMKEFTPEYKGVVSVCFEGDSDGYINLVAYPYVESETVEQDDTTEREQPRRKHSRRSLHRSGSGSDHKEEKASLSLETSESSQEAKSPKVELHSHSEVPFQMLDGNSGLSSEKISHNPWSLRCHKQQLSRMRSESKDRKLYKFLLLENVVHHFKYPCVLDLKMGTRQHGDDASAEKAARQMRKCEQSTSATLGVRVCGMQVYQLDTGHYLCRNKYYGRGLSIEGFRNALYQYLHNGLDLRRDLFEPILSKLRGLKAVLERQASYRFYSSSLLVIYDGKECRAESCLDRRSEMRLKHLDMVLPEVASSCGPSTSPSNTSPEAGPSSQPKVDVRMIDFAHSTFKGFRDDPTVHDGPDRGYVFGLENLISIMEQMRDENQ
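ADP-Glo luminescence measures ADP made by human IP6K1 during a 2 h RT reaction with ATP/IP6 (mix at 1.3 mM/130 uM); top library doses 57.5 and 19.1 uM final.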
* = called active by the depositor; i = inactive; ? = inconclusive; . = not tested or not shown; [ ] = another dose, or the depositor's remark. Unless noted, the call rests on the fitted dose curve; in most records, active means well fitted curve in the direction sought with a large enough effect; inconclusive means small, poorly fitted or top-dose-only effect, or another doubt; inactive means no such curve, though single readings can be large; an effect the other way counts as inactive or inconclusive. Unless noted, on the % scale 0 is the no-effect control and ±100 the full control effect.

Results follow in this order: GPT2 inhibitor, HEK293 tox, FLuc inh, SNCA expr inh, HEK293 viab, 3T3 cytotox, IP6K1 inh
Cc1cc(C)cc(N2C(=O)CSC23C(=O)N(CC(N)=O)c2ccccc23)c1 (stereo not drawn)
    ., ., ., -4.3%, 8.6%, ., 17.9
COc1ccc(CNC(=O)CCC2CCN(S(=O)(=O)c3ccccc3)CC2)cc1OC
    -11.6%, ?, 2.9%, -6.5%, 5.2%, -23.7%, 8.2
COCCNC(=O)CSc1nc(-c2ccc(C)cc2)[nH]c1-c1ccc(OC)cc1
    ., ., ., 12.9%, -10.4%, ., 3.5
Cn1nccc1C(O)c1cc2n(n1)CCN(C(=O)CCN1CCCO1)C2 (stereo not drawn)
    1.0%, i, 5.2%, 0.2%, 0.2%, 3.8%, -0.4
CC(C)NC(=O)CCC[C@@H]1[C@H]2CCCN3CCC[C@@H](CN1C(=O)c1cccnc1)[C@@H]23
    i, 7.3%, 0.0%, -12.6%, -4.6%, -19.4%, -1.7
Cc1noc(C)c1CC(=O)N1CCCCCCNC(=O)[C@@H]2CCCC[C@@H]21
    0.5%, i, -7.2%, -17.4%, 4.6%, -14.9%, -1.8
COc1ccc(S(=O)(=O)N2CCOC[C@H](Oc3ccccc3)C2)cc1
    0.3%[88.5 µM], 63.1µM*, -14.6%[172 µM], 4.0%[87.6 µM], -5.2%[87.6 µM], ?, -8.2
C#CC(C)(CC)NC(=O)Cn1nnc(-c2ccc(OCc3ccccc3Cl)cc2)n1 (stereo not drawn)
    ., ., ., -27.4%, 6.7%, ., 1.8
COC(=O)CNC(=O)c1ccc2nnc(Cc3ccc(OC)cc3)n2c1
    i, 3.7%, ., -6.5%, -0.9%, -18.8%, 6.0
O=C(NCCc1ccccc1)[C@H]1CN(Cc2ccccc2)C[C@H]1C(=O)O
    i, -9.2%, -13.7%, -3.3%, 7.4%, -16.9%, 3.2
CN(c1ccccc1)c1ccc2c(n1)CN(Cc1ccc(F)cc1)C(=O)CO2
    -9.4%[88.5 µM], ?, 50.1µM*, 3.5%[87.6 µM], -0.1%[87.6 µM], 89.1µM*, -8.4
Cn1cnc(S(=O)(=O)N2CCCCC2c2nc(-c3cnccn3)n[nH]2)c1 (stereo not drawn)
    2.8%, 11.1%, 1.8%, 15.0%, 0.6%, i, 6.0
CNC(=O)[C@@H](c1ccc(Cl)cc1)N1CCC[C@H]1C(=O)N1CCC1
    1.4%[88.5 µM], -2.5%[172 µM], -5.8%[172 µM], -2.2%[87.6 µM], -0.4%[87.6 µM], -2.8%[174 µM], 1.5
COc1ccc(-c2noc(CCCC(=O)N3CCCn4nc(-c5ccc(F)cc5)cc4C3)n2)cc1OC
    i, 31.6µM*, ., -19.4%, ?, ?, 17.8
CCn1nc(C)c2c(-c3ccccc3)cc(=O)n(C(C)C(=O)Nc3ccc(OC)c(OC)c3)c21 (stereo not drawn)
    ., ., ., 38.4%[activator], -1.2%, ., 7.4

Given bar-delimited: part of the list above
structure | GPT2 inhibitor | HEK293 tox | FLuc inh | SNCA expr inh | HEK293 viab | 3T3 cytotox | IP6K1 inh
COC(=O)CNC(=O)c1ccc2nnc(Cc3ccc(OC)cc3)n2c1 | i | 3.7% | . | -6.5% | -0.9% | -18.8% | 6.0
O=C(NCCc1ccccc1)[C@H]1CN(Cc2ccccc2)C[C@H]1C(=O)O | i | -9.2% | -13.7% | -3.3% | 7.4% | -16.9% | 3.2
CN(c1ccccc1)c1ccc2c(n1)CN(Cc1ccc(F)cc1)C(=O)CO2 | -9.4%[88.5 µM] | ? | 50.1µM* | 3.5%[87.6 µM] | -0.1%[87.6 µM] | 89.1µM* | -8.4
Cn1cnc(S(=O)(=O)N2CCCCC2c2nc(-c3cnccn3)n[nH]2)c1 (stereo not drawn) | 2.8% | 11.1% | 1.8% | 15.0% | 0.6% | i | 6.0

Going on with the list.
Results follow in this order: GPT2 inhibitor, HEK293 tox, FLuc inh, SNCA expr inh, HEK293 viab, 3T3 cytotox, IP6K1 inh
Cc1ccc2oc(C(=O)N(C)Cc3cc(-c4ccccc4)no3)c(C)c2c1
    -2.0%, ?, -2.3%, 5.3%, 13.0%, -18.1%, 6.7
CCC(Sc1nnc(C)n2c1cc1sccc12)C(=O)Nc1ccccc1F (stereo not drawn)
    ., ., ., ?, -27.0%, ., 37.9
C=CCOc1cc(C)c2c(c1C)[C@H](O)C([C@H](C)C(=O)N(C)Cc1ccccc1)CC2 (stereo partly drawn)
    -3.6%[88.5 µM], ?, -6.1%[172 µM], -5.9%[87.6 µM], -1.7%[87.6 µM], 70.8µM*, -6.2
CC(C)NC(=O)N1CCCN(c2ccc3nnc(-c4ccccc4)n3n2)CC1
    ., 1.3%, ., ., ., -5.0%, 0.1
Cc1cc2n(n1)CCCN2C(=O)Nc1ccccc1C(F)(F)F
    ., ., ., -12.4%, 2.7%, ., -12.7
COc1ccc(C)cc1NC(=O)CCNC(=O)Cn1ccc2ccccc2c1=O
    ., ., ., -16.1%, 13.9%, ., -5.7
COc1ccc(CCNC(=O)c2nc3sccn3c2-c2ccc(C(F)(F)F)cc2)cc1
    ?, -19.6%, ., ?, -22.4%, ?, 18.1
Fc1ccc(-c2nnc3ccc(NCc4cnccn4)nn23)nc1
    -2.9%[88.5 µM], i, -2.2%[172 µM], 6.7%[87.6 µM], 7.4%[87.6 µM], ?, -0.3
Cc1oc2ncn(CC(C)C)c(=O)c2c1C(=O)N(CCN(C)C)Cc1ccccc1
    ., ., ., 13.2%, 6.9%, ., 40.4
COc1cccc(-c2cn3c(n2)N(C(=O)c2ccoc2)CCC3)c1
    -1.7%, ?, -32.8%, 72.7%[activator], -7.1%, i, 7.3
C=CCNc1ncnc2c1CCN(C(=O)COCC1CCCO1)CC2 (stereo not drawn)
    -4.4%, -0.9%, -7.9%, 14.9%, -3.6%, -5.6%, 11.2
COc1cccc(Nc2ccnc(N3CCN(C(C)=O)CC3)n2)c1
    i, -20.0%[172 µM], ., 192.8%[activator][87.6 µM], 12.1%[87.6 µM], ?, 26.2
CC(C)C[C@@H]1N[C@H](C(=O)O)Cc2cn(Cc3ccncc3)c3cccc1c23
    -30.4%, -28.1%, -4.9%, 9.9%, 2.2%, -17.4%, 5.2
O=C1NCc2ccccc2CC12CCN(Cc1ccccc1)CC2
    -28.7%, -23.6%, ., 6.1%, -18.5%, -1.6%, 13.6
CC1=C[C@@H](CN2CCN(c3ccccn3)CC2)[C@H](C(C)C)C[C@H]1Cc1nnc(-c2ccc(C)cc2)o1
    ?, ?, -8.8%, ?, ?, ?, -5.6

The list continues.
Results follow in this order: GPT2 inhibitor, HEK293 tox, FLuc inh, SNCA expr inh, HEK293 viab, 3T3 cytotox, IP6K1 inh
CN(Cc1cccnc1)c1nc2c(c(=O)[nH]1)CCN(Cc1cc(F)cc(F)c1)CC2
    i, -4.8%, 3.7%, -7.4%, -3.7%, -4.7%, 0.3
Cn1nc(C2CCN(C(=O)c3cnccn3)CC2)c2c1CCOC2
    -1.5%, -1.1%, 8.3%, 8.1%, 1.5%, 2.1%, -0.5
COc1ccccc1-c1nc(-c2c(C)noc2C)cc2cc(CN(C)C)oc12
    i, ?, 3.4%[172 µM], 52.1%[activator][87.6 µM], -3.6%[87.6 µM], ?, 19.0
Cc1ccccc1CN1CCC(N2CCCC(C(=O)NC3CC3)C2)CC1 (stereo not drawn)
    i, -0.7%, 8.3%, -25.0%, -1.3%, -0.6%, 1.0
CC(C)CC(NC(=O)C1=NNC(=O)CC1)c1nnc2n1CCNCC2 (stereo not drawn)
    0.4%[11.5 µM], -4.6%, -7.1%, 3.3%, -5.5%, -20.8%, -39.7*
CCOc1ccc(OCC)c(NS(=O)(=O)c2ccc(-c3coc(C)n3)cc2)c1
    ., ., ., ?, -7.8%, ., -14.7
CSc1ncccc1C(=O)N1CCc2nc[nH]c2C1
    -3.5%, 2.2%, -2.0%, -0.2%, -1.9%, 0.1%, -16.5
CCCCOc1ccc(C(=O)NCCc2csc(-c3ccc(OC)cc3)n2)cc1
    ., ., ., ?, 2.2%, ., -1.1
CSc1ccc2cc(CN(C)CCO)c(-c3ccc(Cl)cc3)nc2c1
    i, ?, -19.7%, -7.4%, 1.1%, ?, 27.7
O=C1CCC2(CCCO2)CCN1Cc1ccc(OC(F)(F)F)cc1 (stereo not drawn)
    i, ?, -1.3%, 18.4%, -9.3%, -13.0%, 6.1
Nc1nc(NCc2ccc(Cl)cc2Cl)cc(C2CC(O)C2)n1 (stereo not drawn)
    i, ?, 12.9%, -11.1%, -22.8%, ?, -1.8
Cc1cccc(-n2c(Cc3ccccc3)nnc2SCc2nc(-c3cccs3)no2)c1
    ., ., ., ?, -12.8%, ., -10.6
COc1ccccc1CN1CCC(c2nn(Cc3ccccc3)c(=O)[nH]2)CC1
    -10.7%, i, -6.4%, -4.4%, -29.4%, i, 12.4
CS(=O)(=O)N1C[C@@H]2CN(C(=O)CCn3cccn3)C[C@]2(C(=O)O)C1
    -1.3%, -0.5%, -1.8%, 8.8%, 2.1%, -23.7%, -5.3
CCOc1ccc(-c2nc3c(c(SCC(=O)N4CCCCC4)n2)Cc2ccccc2O3)cc1
    ., ., ., 15.9%, -7.2%, ., -13.1

Further records
Results follow in this order: GPT2 inhibitor, HEK293 tox, FLuc inh, SNCA expr inh, HEK293 viab, 3T3 cytotox, IP6K1 inh
Cc1ccccc1S(=O)(=O)N1CCC(CCC(=O)NCCN2CCOCC2)CC1
    i, -5.1%, 13.6%, -11.4%, 2.0%, -6.5%, 32.3
CCc1noc([C@@H]2CC(F)(F)CN2C(=O)CCn2ccnc2)n1
    i, i, 3.3%, -2.4%, 2.6%, -1.6%, 25.2
Cc1noc(-c2cccs2)c1C(=O)NCCc1cccs1
    -6.5%, ?, -7.5%, -1.2%, 0.1%, -26.9%, -11.7
O=C(c1ccccn1)N1CCN(C(=O)N2CC3CC(C2)[C@H]2CCCC(=O)N2C3)CC1 (stereo partly drawn)
    -6.3%, 2.8%, -5.9%, 10.6%, -5.3%, -0.8%, 2.7
COc1ccc(C[C@H](N)C(=O)N[C@@H]2[C@H](O)[C@H](n3cnc4c(N(C)C)ncnc43)O[C@@H]2CO)cc1
    i, ., ., ., -14.0%, ., 6.0
Cc1ccc(C(=O)NC(C)c2nc(-c3ccccn3)no2)cc1N1CCNC1=O (stereo not drawn)
    -26.1%, -1.9%, -4.5%, -9.7%, -4.3%, -7.0%, 8.3
CN(C)CCNC(=O)C1CCc2sc(C(=O)N3CCOCC3)cc2C1 (stereo not drawn)
    -6.3%, 0.3%, 4.3%, -15.9%, 15.9%, 3.6%, 8.6
CN(CCc1ccccn1)C(=O)c1ccc(N2CC3CC(C2)[C@H]2CCCC(=O)N2C3)nc1 (stereo partly drawn)
    3.4%, -0.9%, -2.2%, 38.4%[activator], 12.1%, i, 25.4
CC(=O)N1CCc2c(c3ccccc3n2C)C1
    ?, -1.2%, -12.9%, 1.2%, 2.6%, -13.5%, 3.4

These rows are one share of the data (hit frequency here may not be typical).
